Screening data deposited in PubChem by several laboratories.
IDE cell inh – human IDE inhibitors in live cells, primary screen, fluorescence polarization, HEK cells, FAbetaB substrate; AID 434962, 2010; inhibition, % at 5.59 µM; 0.41% of 320,000 active; FAbetaB cleavage; Insulin-degrading enzyme (Homo sapiens), P14735;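 active = percent inhibition above the average of all tested compounds plus 3 SD, set per screening campaign, cut at about 16% in these data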;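 also: IDE supplied by intact live HEK cells; FP after avidin binding of uncleaved biotin substrate so inhibition keeps polarization high; 0% = DMSO wells and 100% = 60 µM reference IDE inhibitor Ii1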
M5 PAM – human M5 muscarinic receptor positive allosteric modulators, primary screen, CHO-K1 cells, Fluo-8 calcium fluorescence. Muscarinic acetylcholine receptor M5 (Homo sapiens), P08912. CHO-K1 hM5, ACh EC20 PAM; 0% = ACh EC20, 100% = ACh EC100. activation, % at 3 µM. 0.3% of 360,000 active. AID 624038, 2012;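 active = activation above the run cutoff, the mean activation of all test compounds plus 3 SD, cut at about 18% in these data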
Target sequence (P08912 whole entry, looked up): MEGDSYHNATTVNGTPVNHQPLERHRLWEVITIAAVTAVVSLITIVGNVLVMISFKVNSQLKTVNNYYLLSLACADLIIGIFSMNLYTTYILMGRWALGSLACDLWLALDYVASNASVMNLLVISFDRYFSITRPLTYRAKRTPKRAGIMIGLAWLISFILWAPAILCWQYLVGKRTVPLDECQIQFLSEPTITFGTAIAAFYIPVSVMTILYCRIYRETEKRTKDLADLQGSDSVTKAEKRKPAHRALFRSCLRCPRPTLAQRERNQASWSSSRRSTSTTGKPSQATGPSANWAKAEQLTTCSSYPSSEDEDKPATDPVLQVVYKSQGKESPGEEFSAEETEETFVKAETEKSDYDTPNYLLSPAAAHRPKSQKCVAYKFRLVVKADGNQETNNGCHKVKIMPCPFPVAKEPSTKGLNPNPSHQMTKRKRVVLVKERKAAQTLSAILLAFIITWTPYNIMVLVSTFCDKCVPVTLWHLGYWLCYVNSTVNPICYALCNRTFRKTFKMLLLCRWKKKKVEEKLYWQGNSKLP
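Probe or stimulus: acetylcholine, EC20 level; Assay system: human M5 receptor in CHO-K1 cells; Schedule: compound preincubation 140 s before EC20 acetylcholine addition; Technique: intracellular calcium via Fluo-8 fluorescence; Dosing: single-point, 3 µM nominal; Read-out basis: percent activation from peak-over-basal fluorescence ratio, scaled EC20-to-EC100 acetylcholine; Repeats: one well per compound, no replicates.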
CHRM5 agonist – human M5 muscarinic receptor agonists, primary screen, CHO-K1 cells, Fluo-8 calcium fluorescence | 0.19% of 360,000 active | AID 624037, 2012 | CHO-K1 hM5 cells; 0% DMSO wells, 100% maximal acetylcholine response | activation, % at 3 µM;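 active = activation above the run's mean over test compounds plus 3 SD, cut at about 23% in these data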;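 also: signal is peak over basal fluorescence ratio across the kinetic read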
CRFBP-R2 block – antagonists of CRF-BP/CRF-R2 complex, primary screen, cell-based, HEK293, calcium dye fluorescence, uHTS; CRF-induced calcium fluorescence; inhibition, % at 11.8 µM; 0.59% of 350,000 active;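 active = inhibition of the ligand-induced calcium signal above about 50% at the single tested concentration, limit read from the data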
CHRM4 PAM – human M4 muscarinic receptor positive allosteric modulators, primary screen, CHO-K1 cells, Fluo-8 calcium fluorescence; Muscarinic acetylcholine receptor M4 (Homo sapiens), P08173; CHO-K1 hM4/Gqi5, ACh EC20; 0% = ACh EC20, 100% = maximal ACh; activation, % at 3 µM; 0.4% of 360,000 active; AID 624126, 2012;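 active = activation above its plate's cutoff, the mean activation of sample wells plus 3 SD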; also: some results filed as inactive read as strong as hits
Target sequence (P08173 whole entry, looked up): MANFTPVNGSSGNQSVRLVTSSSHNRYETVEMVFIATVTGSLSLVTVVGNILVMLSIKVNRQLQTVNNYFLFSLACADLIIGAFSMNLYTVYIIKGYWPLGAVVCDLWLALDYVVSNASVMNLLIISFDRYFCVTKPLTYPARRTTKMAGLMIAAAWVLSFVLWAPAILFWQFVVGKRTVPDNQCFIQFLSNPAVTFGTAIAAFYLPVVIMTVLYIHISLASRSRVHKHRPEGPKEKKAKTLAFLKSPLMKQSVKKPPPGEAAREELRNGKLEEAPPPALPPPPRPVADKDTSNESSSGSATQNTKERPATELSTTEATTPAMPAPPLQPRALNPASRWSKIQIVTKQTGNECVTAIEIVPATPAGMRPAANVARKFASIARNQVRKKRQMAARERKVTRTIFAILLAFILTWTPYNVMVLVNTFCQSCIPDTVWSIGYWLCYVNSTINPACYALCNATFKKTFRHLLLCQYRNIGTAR
CHRM4 agonist – human M4 muscarinic receptor agonists, primary screen, CHO-K1 cells, Fluo-8 calcium fluorescence. CHO-K1 hM4/Gqi5; vehicle 0%, full acetylcholine response 100%. activation, % at 3 µM. 0.14% of 360,000 active;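 active = activation above the run mean over all test wells plus 3 SD, cut at about 32% in these data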;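 also: peak over basal fluorescence ratio per well then scaled between controls; 0% = DMSO wells and 100% = acetylcholine at EC100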
M5 antag – human M5 muscarinic receptor antagonists, primary screen, CHO cells, Fluo-8 calcium fluorescence; Muscarinic acetylcholine receptor M5 (Homo sapiens), P08912; CHO-hM5 cells, ACh EC80; inhibition, % at 3 µM; 0.59% of 360,000 active; AID 624040, 2012;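 active = inhibition above a per-plate cutoff, the mean of that plate's test compounds plus 3 SD, cut at about 27% in these data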;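 also: 0% = acetylcholine EC80 with DMSO and 100% = DMSO without agonist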
CRFR2-BP ag – agonists of CRF-BP/CRF-R2 complex, primary screen, cell-based, HEK293, calcium dye fluorescence, uHTS. CRF-binding protein / CRF receptor 2 complex (human). calcium dye fluorescence (FLIPR); percent of saturating CRF peptide response. activation, % at 13.2 µM. 0.46% of 350,000 active;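 active = activation of at least 50%, plus an integration ratio under a set limit after plate pattern correction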;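 also: plate controls were neutral control wells without compound for no effect and CRF at EC100 for full effect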
CHRM4 antagonist – human M4 muscarinic receptor antagonists, primary screen, CHO cells, Fluo-8 calcium fluorescence | inhibition, % at 3 µM | Muscarinic acetylcholine receptor M4 (Homo sapiens), P08173 | 0.73% of 360,000 active | CHO-hM4 cells, ACh EC80 | AID 624125, 2012;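 active = inhibition above its plate's cutoff, the mean inhibition of sample wells plus 3 SD, cut at about 27% in these data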;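 also: 0% = acetylcholine EC80 with DMSO and 100% = DMSO without agonist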
Active calls of the source: *; . = not tested or not shown.

Each structure is followed by: M5 antag, CHRM4 antagonist, CRFR2-BP ag, CHRM5 agonist, IDE cell inh, CHRM4 agonist, CRFBP-R2 block, CHRM4 PAM, M5 PAM
#1 O=C(c1ccc(Br)cc1)N(C1=NCCCCS1)c1ccccc1
→ -6, 6, 0.0, 0, 1, 0, 5, 6, 5
#2 Cc1ccc(S(=O)(=O)NCc2ccc(C(=O)N(C)CCC#N)cc2)cc1
→ -1, 6, 0.0, 0, 1, 1, -5, -2, -3
#3 Cc1ccc(S(=O)(=O)N2CCOCC2)cc1NC(=O)CNCC1CCCCC1
→ 3, -7, -0.5, -1, 2, 3, -10, -2, 4
#4 S=C1NCCNC(=S)NCCOCCN1
→ 0, 3, 1.2, -3, 4, 2, 8, 7, -2
#5 Cc1ccc(C(=O)CSc2nnc(-c3ccco3)n2C)cc1
→ -11, 4, 1.1, 1, 1, 0, 0, -3, 6
#6 O=C1CC(c2ccco2)CC(O)=C1C=NCCN1CCN(C2CC(=O)N(c3ccccc3)C2=O)CC1 (stereo unspecified)
→ -5, -6, -1.6, -3, ., 3, -6, 3, -1
#7 COc1cc(OC)nc(Oc2ccccc2C(=O)Oc2ccccc2Cl)n1
→ -1, 3, -1.1, -4, -4, -1, 26, 1, -5
#8 O=C(Cc1ccccc1[N+](=O)[O-])NCc1ccc2c(c1)OCO2
→ -8, -1, -5.0, -1, 6, 0, 5, -1, 2
#9 Cc1nnc(Cn2cnc3c2c(=O)n(C)c(=O)n3C)o1
→ -8, -14, 0.6, -2, -1, 1, -6, 4, 3
#10 CCOC(=O)c1oc2nc(CC(C)C)c3c(c2c1N)CCC3
→ 2, 3, -0.2, -5, 2, -2, 14, 0, -5
#11 Cc1ccccc1C(=O)Nc1nnc(CC(=O)N/N=C/c2ccncc2)s1
→ 3, -10, 0.4, -2, 2, 0, -10, 6, -1
#12 CCOc1ncccc1C(=O)OCC(=O)c1ccccc1
→ 14, 0, -2.1, 3, 2, 12, 11, -11, -18
#13 COc1ccc(CCNC(=O)c2ccc3nc(N4CCOCC4)sc3c2)cc1OC
→ 4, 2, -0.8, 4, -2, 5, 9, -1, -6
#14 CCN(CCCNC(=O)C1CCN(S(=O)(=O)CC)CC1)c1ccccc1
→ 5, -2, -1.3, 2, 0, 3, 6, 0, -7
#15 Cc1cc(CNC(=O)CC2C(=O)NCCN2Cc2ccccc2C(F)(F)F)on1 (stereo unspecified)
→ 4, 0, 0.5, 1, 1, 2, 0, 10, 5

Continuation:
Each structure is followed by: M5 antag, CHRM4 antagonist, CRFR2-BP ag, CHRM5 agonist, IDE cell inh, CHRM4 agonist, CRFBP-R2 block, CHRM4 PAM, M5 PAM
#16 COc1ccc(/C=C/C(=O)NC2=NCCS2)cc1OC
→ 5, 2, -0.3, 4, 0, 1, 9, 5, 4
#17 CCOC(=O)COn1c(=O)c(-c2ccc(Br)cc2)[n+]([O-])c2ccccc21
→ 3, -30, -0.2, -4, ., 2, -10, 0, -7
#18 CC(C)(CO)Nc1ncnc2onc(-c3ccc(F)cc3)c12
→ 5, -13, 0.8, 0, -1, 2, -8, -2, -5
#19 C[C@@H]1CN([C@H](C)CO)C(=O)c2cc(NC(=O)C3CCCCC3)ccc2O[C@@H]1CN(C)Cc1ccncc1
→ 6, 22, 1.3, -2, 1, 1, 4, 2, -2
#20 O=C(c1ccccc1Cl)N1CCN(c2ccccn2)CC1
→ -1, -3, -1.2, -5, 7, 2, 10, 2, 6
#21 CC(=O)N1CCc2c(sc(NC(=O)C3CCCN3S(=O)(=O)c3cccs3)c2C(N)=O)C1 (stereo unspecified)
→ 10, 8, 30, -1, 13, 1, -7, -4, 1
#22 CCN(C(=O)COC(=O)c1[nH]c(=O)[nH]c(=O)c1N)c1ccccc1
→ 2, 0, -0.8, 1, 1, 2, -15, 1, 0
#23 COc1cc(/C=C/C(=O)OCC(=O)c2ccc[nH]2)ccc1O
→ 0, -11, -0.8, 3, ., 2, 6, 8, -2
#24 CCCCNS(=O)(=O)c1ccc(S(=O)(=O)N2CCC3(CC2)OCCO3)cc1
→ -5, -7, -0.6, 4, 0, 5, -11, -4, -2
#25 CC1(C)CC(=O)C2=C(C1)Nc1cc3c(cc1C2c1ccc(F)cc1)OCO3 (stereo unspecified)
→ 5, 0, -0.5, -9, 2, 0, 16, 9, 2
#26 COc1cc(S(=O)(=O)N2CCN=C2c2ccccc2)ccc1Cl
→ 1, 1, -0.2, -3, -4, 2, 3, 8, 1
#27 CCC(=O)N1CCN(c2ccccc2NC(=O)COc2cccc(C)c2C)CC1
→ 13, 7, 0.3, -3, -2, 3, -16, -4, -7
#28 O=C(COC(=O)c1ccccc1C(=O)c1ccc(Cl)cc1)NCc1ccccc1
→ 11, -4, -0.8, -6, -4, 4, -4, 0, -10
#29 CCOCCCNC(=O)Cn1cc2c(n1)CCCCC2
→ 1, 4, 0.9, 1, 3, 0, -2, 0, -2
#30 CCOc1ccccc1C(=O)NCC(=O)NCCCc1ccccc1
→ 6, -8, -4.6, -2, 3, 3, 2, 9, -3

New compounds follow:
Each structure is followed by: M5 antag, CHRM4 antagonist, CRFR2-BP ag, CHRM5 agonist, IDE cell inh, CHRM4 agonist, CRFBP-R2 block, CHRM4 PAM, M5 PAM
#31 Cc1cccc(Nc2c([N+](=O)[O-])c(=O)n(C)c3ccccc23)c1
→ -3, -1, -0.1, 0, 6, 2, -11, 6, 1
#32 COc1ccc(S(=O)(=O)Nc2ccc3c(c2)C(=O)N([C@H](C)CO)C[C@H](C)[C@@H](CN(C)S(=O)(=O)c2c(C)noc2C)O3)cc1
→ 3, 1, 1.0, -2, 3, 1, -5, 11, 3
#33 CC1CN(C(=O)COC(=O)[C@@H](NC(=O)c2ccccc2Cl)C(C)C)CC(C)O1 (stereo partly specified)
→ 12, -7, -1.6, -1, -2, 0, 1, 9, 1
#34 Cn1c(-c2ccc3nc(N)sc3c2)nc2cc(N)ccc21
→ 4, -6, 0.3, 0, 2, 0, -10, -5, -6
#35 CCCC(OC(=O)CN1C(=O)COc2ccccc21)C(=O)NC1CCCC1 (stereo unspecified)
→ -6, 8, 0.0, -3, -2, 1, 19, -5, 1
#36 CCCC(=O)Nc1nc2ccc(NC(=O)c3ccccc3F)cc2s1
→ 14, 4, -8.0, 3, 4, 10, 12, -1, -13
#37 C=CCn1c(SCC(=O)Nc2ccc3c(c2)CCC3)nnc1-c1cccs1
→ 2, 4, -2.4, -7, 1, 2, 32, 1, -4
#38 O=C1c2ccccc2C(=O)N1CCCCN(C(=O)c1ccco1)c1ccc(Cl)cc1
→ 4, -11, -1.2, -4, 2, 3, 18, -2, -9
#39 CCc1nc2c(OCCn3cccc3)cccn2c1N(C)C(=O)c1cccs1
→ -6, 3, ., -2, ., 0, ., -1, -1
#40 Cc1cccc(C(=O)NC2C(=O)NNC2c2ccc(Cl)cc2)c1 (stereo unspecified)
→ 4, 4, -1.8, -3, 1, 1, 8, -4, -2
#41 O=C(COC(=O)c1ccc(OC(F)F)cc1)NC(=O)NC1CCCC1
→ 3, 3, 0.5, -5, 3, -1, -4, 0, 2
#42 CCNCc1cc(Br)c(OCC(=O)Nc2ccccc2)c(OC)c1
→ 1, 0, -0.5, -3, 9, 7, -34, -4, -4
#43 CCC1=NN2C(=N)/C(=C/c3ccc(OS(=O)(=O)c4ccccc4)cc3)C(=O)N=C2S1
→ 8, 8, -0.9, -9, 6, 0, 3, -5, 1
#44 CCOc1ccc(CCNC(=O)COC(=O)c2cccnc2OCC)cc1OCC
→ 3, -4, -0.6, 0, 0, 0, 12, 15, 0
#45 CC(=O)Nc1ccc(NC(=O)C(C)OC(=O)c2cccs2)cc1 (stereo unspecified)
→ 2, -2, 0.7, 3, 5, 2, 9, 14, 3

Additional structures:
Each structure is followed by: M5 antag, CHRM4 antagonist, CRFR2-BP ag, CHRM5 agonist, IDE cell inh, CHRM4 agonist, CRFBP-R2 block, CHRM4 PAM, M5 PAM
#46 CCN(CC)c1ccc(NC(=O)c2ccccn2)cc1S(=O)(=O)Nc1ccccc1OC
→ 10, -1, 1.6, -2, ., 0, -11, -8, -11
#47 CSc1nnc2c(n1)OC(c1ccsc1)N(C(C)=O)c1ccccc1-2 (stereo unspecified)
→ -6, -7, -1.2, -12, 8, 0, 4, 0, -5
#48 COc1ccc(C(=O)NC(=S)N(C)Cc2ccccc2)cc1Br
→ -5, -7, 1.5, 0, -1, 1, -11, 3, 4
#49 Cc1onc(-c2ccccc2)c1C(=O)NCCCc1ccccc1
→ 0, 7, 1.0, -5, -3, 0, -7, 2, 5
#50 CCOc1ccccc1N/C=C/C(=O)C(C)(C)C
→ -2, -6, -1.1, -4, 3, 1, -14, 5, 3
#51 COc1ccc(-c2csc(NC(C)c3nc4cc(Cl)c(N5CCCCC5)cc4n3CCCO)n2)cc1 (stereo unspecified)
→ 7, 4, -1.6, -1, 2, 4, -2, 12, 3
#52 CCN(CC)S(=O)(=O)c1ccc(N(C)Cc2cccc(OC)c2OC)nc1
→ 23, 7, -3.1, 1, 3, 10, 1, -12, -24
#53 O=C(O)CCCC(=O)Nc1c(F)c(F)c(F)c(F)c1F
→ -3, 1, -0.8, 0, -10, 0, -19, 10, 1
#54 N#CCCCCn1c(-c2cncs2)nc2ccccc21
→ -5, -12, -0.8, -6, 0, 3, 15, 6, -1
#55 C/C(CC(=O)NCC(C)C)=N\NC(=O)COc1cc(C)c(Br)cc1Br
→ -4, -4, -1.9, -2, 4, 2, -6, 8, 13
#56 COc1cc(CC(CC(=O)O)CC(C)OCc2ccccc2)cc(OC)c1 (stereo unspecified)
→ -3, -1, 1.2, 0, 2, 0, 10, -3, 1
#57 Cc1ccc(S(=O)(=O)Nc2cccc(C(=O)N3CCCC3)c2)cc1F
→ 8, 3, -2.4, 0, 8, 0, -9, 2, -6
#58 Cc1nc(N(C)Cc2ccccc2)c2c(C)c(C)sc2n1
→ -1, 5, -0.6, -3, 2, 0, -2, -1, 2
